# Rat MKP-3 inhibitors – MKP-3 phosphatase inhibitors, primary screen, biochemical, rat enzyme, in vitro (AID 425); recombinant MKP-3 phosphatase activity, fluorescence; higher % means a stronger effect; one-dose inhibition, % at 20 µM; IC50 in µM for titrated hits; 110,000 tested, 0.17% active; in the data active = inhibition above about 50%;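 also: plate controls were vehicle for no effect and reference inhibitor for full effect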
# Hsp70 inhibitors – Hsp70 inhibitors, probe displacement, primary screen, biochemical, fluorescence polarization (AID 583); displacement, % at 20 µM, or IC50 in µM where a hit was titrated; Hsp70 fluorescence polarization probe displacement, mP; higher % means a stronger effect; Heat shock 70 kDa protein 1A (Homo sapiens); 140,000 tested, 0.06% active; in the data active = displacement above about 50%;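 also: plate controls were vehicle for no effect and reference ligand for full effect; a part of the inactive calls stands beside numbers as strong as those of hits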
# Active calls of the source: *; . = no result given.
item | canonical_smiles | Rat MKP-3 inhibitors | Hsp70 inhibitors
1 | CN1C(C)(C)CC(OC(=O)c2ccccc2C(=O)OC2CC(C)(C)N(C)C(C)(C)C2)CC1(C)C | 0% | 4.3%
2 | COc1ccc(S(=O)(=O)Nc2ccc(N(C)C(C)=O)cc2)cc1 | . | -9.6%
3 | CC1CN(C(=O)c2ccncc2)CC(C)O1 (stereo not given) | 3% | .
4 | NC(=O)C1CCN(C(=O)CCCCCn2c(=O)[nH]c3ccsc3c2=O)CC1 | 0% | -2.1%
5 | Cc1ccccc1NC(=O)/C=C/c1cccc(C(F)(F)F)c1 | -3% | 5.4%
6 | COC(=O)c1c(-c2ccc(F)cc2)csc1NC(=O)CCC(=O)O | -2% | 1.5%
7 | O=C(NCc1ccccn1)c1cccc2ccccc12 | -1% | -3.1%
8 | CCn1c(SCC(=O)Nc2nc3ccccc3s2)nnc1-c1ccc(Br)cc1 | . | 2.6%
9 | CCOC(=O)CCc1c(C)n(CC)c2cc(-c3ccccc3OC)nn2c1=O | -3% | -0.4%
10 | COc1ccc(NC(=O)CCNS(=O)(=O)c2ccc3c(c2)c(=O)n(C)c(=O)n3C)c(OC)c1 | . | 4.6%
11 | Cc1cc(NC(=O)CSc2nnc(-c3cccnc3)n2C2CCCCC2C)no1 (stereo not given) | . | -4.9%
12 | COc1ccc(-c2cc(C(F)(F)F)nc(S(=O)(=O)CCC(=O)N3CCOCC3)n2)cc1 | . | 1.3%

# By substructure, the entries above with an aryl thioether with sulfur outside any ring (2)
item | canonical_smiles | Rat MKP-3 inhibitors | Hsp70 inhibitors
8 | CCn1c(SCC(=O)Nc2nc3ccccc3s2)nnc1-c1ccc(Br)cc1 | . | 2.6%
11 | Cc1cc(NC(=O)CSc2nnc(-c3cccnc3)n2C2CCCCC2C)no1 (stereo not given) | . | -4.9%

# Later entries.
item | canonical_smiles | Rat MKP-3 inhibitors | Hsp70 inhibitors
13 | Cc1ccc(CSCCNC(=O)c2ccc(CN(c3cccc(Cl)c3)S(C)(=O)=O)cc2)cc1 | -1% | 2.9%
14 | CCOc1ccccc1NC(=O)N1CCC(n2nnc3cc(C)ccc32)CC1 | 6% | -2.7%
15 | CN1CCc2c1nc1ccccc1c2NC(=O)CN1CCCC1 | 9% | -5.9%
16 | CCN(CC)S(=O)(=O)c1cccc(C(=O)Nc2cccc(C)c2)c1 | . | -0.5%
17 | CC1=NN(c2ccccc2)C(=O)C1C(c1ccccc1O)c1c(C)[nH]n(-c2ccccc2)c1=O (stereo not given) | 3% | 1.2%
18 | O=C(Oc1cccc2cccnc12)c1ccco1 | . | -4.5%
19 | CC(=O)C1=C(C)NC(=O)NC1c1ccccc1OCC(=O)NCCc1ccccc1 (stereo not given) | . | -4.5%
20 | CCOc1ccccc1C(=O)Nc1ccc(F)c(Cl)c1 | 0% | -7.8%
21 | CSC1=NC(c2ccccc2)C(C(=O)Nc2ccccc2)=C(C)N1 (stereo not given) | 0% | -5.2%
22 | Cc1ccn(S(=O)(=O)c2ccc(C(C)(C)C)cc2)n1 | -6% | 0.6%
23 | COc1ccc(Cl)cc1NC(=O)CSc1nnc(-c2ccncc2)n1CC1CCCO1 (stereo not given) | -4% | -3.6%
24 | COc1cc([N+](=O)[O-])ccc1-c1ccc(/C=C2\C(=O)N(c3cccc(C(=O)O)c3)N=C2C)o1 | 4% | 1.1%

# Continued, overlapping the part above by four compounds.
item | canonical_smiles | Rat MKP-3 inhibitors | Hsp70 inhibitors
21 | CSC1=NC(c2ccccc2)C(C(=O)Nc2ccccc2)=C(C)N1 (stereo not given) | 0% | -5.2%
22 | Cc1ccn(S(=O)(=O)c2ccc(C(C)(C)C)cc2)n1 | -6% | 0.6%
23 | COc1ccc(Cl)cc1NC(=O)CSc1nnc(-c2ccncc2)n1CC1CCCO1 (stereo not given) | -4% | -3.6%
24 | COc1cc([N+](=O)[O-])ccc1-c1ccc(/C=C2\C(=O)N(c3cccc(C(=O)O)c3)N=C2C)o1 | 4% | 1.1%
25 | COCCn1nnnc1C(c1cc2c(C)cc(C)cc2[nH]c1=O)N1CCCCCC1 (stereo not given) | 4% | -1.3%
26 | CCOc1cccc(C(=O)Nc2ccc(C)cc2[N+](=O)[O-])c1 | 3% | -0.8%
27 | CCOC(=O)C1=C(O)/C(=C/c2ccc(Cl)c(Cl)c2)SC1=Nc1ccc([N+](=O)[O-])cc1 | 4% | -0.9%
28 | O=C1c2cc(Cl)c(Cl)cc2C(=O)N1c1cccc(O)c1 | 0% | -1.8%
29 | CCn1ncc(Br)c1C(=O)Nc1sc2c(c1C(=O)OC)CCC2 | -6% | -0.6%
30 | Nc1nc(SCC(=O)N2CCCc3ccccc32)[nH]c(=O)c1-c1ccccc1 | -13% | -3.8%
31 | O=C(/C=C/c1ccccc1Cl)NC(c1ccccc1)c1ccccc1 | 3% | 3.7%
32 | Cc1cc(C)nc(N2CCN(c3nnnn3-c3ccccc3)CC2)n1 | -4% | -6.5%
33 | O=C(/C=C/c1ccc(Cl)cc1)NCC1(c2ccccc2)CCOCC1 | -1% | -0.4%
34 | CCN(CC)CCCNC(=O)c1ccc(Cl)cc1[N+](=O)[O-] | 2% | -0.9%
35 | c1ccc(-c2nnc(SCc3nc4ccccc4[nH]3)n2Cc2ccco2)cc1 | . | -1.0%
36 | Cc1onc(-c2ccccc2)c1C(=O)N1CCC(C)CC1 | . | -7.0%
37 | O=C(Cc1ccc(Cl)cc1)NCCN1CCOCC1 | -4% | -5.3%
38 | COc1ccc(/C=C/C(=O)CC(=O)C(Cl)(Cl)Cl)cc1 | 1% | 7.5%
39 | CC(c1ccccc1)c1nnc(NC(=O)c2cccs2)s1 (stereo not given) | -2% | 2.5%
40 | COc1ccc(-n2c(CCc3ccccc3)nnc2SCC(=O)NCc2ccccc2)cc1 | . | 4.8%
41 | Cc1c(NC(=O)CN2c3cccc4cccc(c34)S2(=O)=O)c(=O)n(-c2ccccc2)n1C | -10% | 5.0%
42 | CCCc1cc(=O)n2[nH]c(NCc3cccs3)nc2n1 | -5% | 9.5%
43 | CCN1CCOC(c2ccccc2)C(C(=O)OC)C1C(=O)OC (stereo not given) | 49% | 1.0%
44 | CC(=O)c1ccc(NC(=O)c2ccoc2C)cc1 | -1% | 1.9%
45 | CCC(CC)n1[nH]c(=O)cc1N | 3% | 1.0%
46 | Cc1cc(C(=O)Nc2c(C)n(C)n(-c3ccccc3)c2=O)c2ccccc2n1 | . | 4.0%
47 | CC(C)(O)C#Cc1ccc(C(=O)NCc2ccccc2)s1 | . | -0.4%
48 | CC(=O)ON1C(C)(C)Cc2noc(N)c2C1(C)C | . | 3.4%
49 | COc1ccc(CCNC(=O)COc2ccc(C)cc2C)cc1 | 1% | -2.1%
50 | COc1ccc(Br)cc1/C=C1\C(=O)NC(=S)N(c2ccc(C)cc2)C1=O | 4% | -5.2%
51 | COc1ccc(C2C3=C(CCCC3=O)Nc3nc4ccccc4n32)c(OC)c1OC (stereo not given) | 5% | -3.1%
52 | CC(=O)C1=C(O)C(=O)N(c2ccccn2)C1c1cccc([N+](=O)[O-])c1 (stereo not given) | 3% | 0.2%
53 | CNC(=O)CCC(=O)Nc1ccc(C(=O)OC)cc1 | -6% | -4.4%
54 | Cc1cnc(NC(=O)CN2CCN(c3ccccn3)CC2)s1 | -10% | 3.6%
55 | N#CCn1c(C2CCCCC2)nc2ccccc2c1=O | 0% | 4.4%
56 | Cc1ccc(S(=O)(=O)CC(=O)NC2CC2)cc1 | . | 0.2%
57 | O=C(NCc1cccnc1)c1cccc(C(F)(F)F)c1 | 1% | 1.4%
58 | CN(C)/C=C1/N=C(c2ccccc2)OC1=O | . | 4.8%
59 | Cc1sc(-c2c(C#N)c(N)nc3c2CCCCC3)cc1Br | 1% | -0.4%
60 | CCOC(=O)N1CC=C2C(C#N)=C(N)C(C#N)(C#N)[C@H](c3ccccc3OCC)[C@H]2C1 | -12% | 0.4%
61 | Cc1nc(NC(C)c2ccccc2)c2oc3ccccc3c2n1 (stereo not given) | -2% | -3.7%
62 | COc1ccc(Nc2nccc3c2nnn3C)cc1 | -6% | -1.1%
63 | N#Cc1nc(COc2ccc(Br)cc2)oc1NCCCn1ccnc1 | -7% | 5.3%
64 | OC(Cn1cncn1)(c1ccccc1)c1ccccc1 | . | -0.9%
65 | Cc1cc(C)n(-c2ccc(C(=O)OCn3nnc4ccccc4c3=O)cc2)n1 | -14% | 3.0%
66 | Cc1ccc([N+](=O)[O-])cc1NC(=O)c1ccc(I)cc1 | 1% | -2.1%
67 | CCOC(=O)C1=C(c2ccccc2)N(C)C(=O)NC1c1ccc2c(c1)OCO2 (stereo not given) | -2% | 9.1%
68 | O=C(NC1CCCC1)C(c1ccccn1)N(C(=O)c1csnn1)C1CC1 (stereo not given) | -4% | -1.7%
69 | CCOC(=O)c1c(CC(C)C)csc1N1C(=O)c2cccc([N+](=O)[O-])c2C1=O | 3% | -0.5%
70 | O=c1c2ccccc2nc(/C=C/c2ccc([N+](=O)[O-])cc2)n1Cc1ccccc1 | 3% | -23%
71 | Cc1cccc(OCCCC(=O)NC(C)C)c1 | . | -0.6%
72 | O=C(CN1CCN(CCC(=O)Nc2ccccc2F)CC1)Nc1ccc(Cl)cc1 | 1% | 17%
73 | CC(=O)Nc1cccc(Oc2nc(C)cc(C)c2C#N)c1 | -8% | -1.5%
74 | O=C(Nn1cnnc1)c1ccccc1-c1ccccc1 | -3% | 1.5%
75 | COC(=O)C12CCC3(SCCS3)C(C(=O)OC)(CCC13SCCS3)C2 | 0% | -2.4%
76 | CCOc1ccc2cc(S(=O)(=O)NCC3CCCO3)ccc2c1 (stereo not given) | 3% | -2.8%
77 | CCC(=O)Nc1ccc(C(=O)Cn2nc(C(=O)O)c3ccccc3c2=O)cc1 | -9% | 5.5%
78 | Cc1cc(NC(=O)CCCC(=O)N(CC(=O)NC2CCCCC2)c2ccccc2)no1 | -2% | 0.6%
79 | CCN(CC)S(=O)(=O)c1cccc(-c2nnc(SCC(=O)c3cc(C)n(C)c3C)o2)c1 | -4% | -0.3%
80 | CCCS(=O)(=O)NCCc1cc2c(OC)ccc(OC)c2[nH]c1=O | -4% | -0.3%
81 | O=C(C1CCC(=O)N1Cc1cccnc1)N1CCN(c2ccc(F)cc2)CC1 (stereo not given) | -1% | 4.8%
82 | COc1nnc(OC)c2ccccc12 | 1% | .
83 | COc1ccc(C(=O)CN2CCN(CCN3C(=O)c4cccc5cccc(c45)C3=O)CC2)cc1 | 2% | -4.0%
84 | CC1=CC(C)C2COC(c3ccc4c(c3)OCO4)C1C2C (stereo not given) | 1% | -3.0%

# Other structures follow:
item | canonical_smiles | Rat MKP-3 inhibitors | Hsp70 inhibitors
85 | CC(C)CCNS(=O)(=O)c1ccc([N+](=O)[O-])cc1 | -7% | 2.9%
86 | c1ccc2c(-n3cccn3)cccc2c1 | -1% | 1.5%
87 | Cc1c(OCC(=O)c2ccc(F)cc2)ccc2c3c(c(=O)oc12)CCCC3 | 3% | 1.4%
88 | C=CCn1c(=N)c(C(=O)NCCCOC)cc2c(=O)n3cc(C)ccc3nc21 | 2% | -1.4%
89 | O=C(CSc1nc2c(sc3ccccc32)c(=O)n1Cc1ccco1)NCC1CCCO1 (stereo not given) | 1% | -0.5%
90 | COc1ccc(CN(C)C(=O)c2cccc(C(=O)N(C)Cc3ccc(OC)cc3)c2)cc1 | 3% | -1.0%
91 | CCNC(=O)CN(c1ccc(Cl)cc1)S(=O)(=O)c1ccccc1 | . | -3.6%
92 | Cc1ccc(Cl)c(OCC(O)Cn2c(C)nc3ccccc32)c1 (stereo not given) | 3% | -3.1%
93 | CCCCn1c(SCC(=O)N2CCC(C(=O)OCC)CC2)nc2cc(S(N)(=O)=O)ccc21 | -2% | 9.5%
94 | CCCC1(C(=O)OCC)NC(c2ccc(OC)cc2OC)C2C(=O)N(c3ccc4c(c3)OCCO4)C(=O)C21 (stereo not given) | . | 6.1%
95 | Cn1ccnc1SC(=O)N1c2ccccc2Sc2ccccc21 | -1% | .
96 | FC(F)(F)c1cc(-c2ccc(Cl)cc2)nc(NCc2cccnc2)n1 | . | -1.3%
97 | CN(C)S(=O)(=O)c1ccc(N2CCCC2)c(C(=O)Nc2ccc(N3CCOCC3)cc2)c1 | . | 6.7%
98 | Cc1ccc(Cl)cc1NC(=O)C(=O)NCCO | 0% | -4.0%
99 | O=C(CSc1nc2ccccc2[nH]1)Nc1ccc2c(c1)oc1ccccc12 | 2% | -0.6%
100 | Cc1ccc(C(=O)N/C(=C\c2cccs2)C(=O)N2CCCC2)cc1 | 3% | 1.5%
101 | Cc1nn(-c2ccccc2)c2c1C(c1c(O)ccc3ccccc13)C(C#N)=C(N)O2 (stereo not given) | 9% | -1.1%
102 | O=C(O)CC(NC(=O)Cc1ccccc1)c1ccccc1 (stereo not given) | 1% | 4.6%
103 | O=[N+]([O-])c1ccc2c(c1)c(C1=NCCCCC1)c(O)n2-c1c(Cl)cccc1Cl | 1% | -0.1%
104 | CC(=O)Nc1ccc(-c2nc(-c3ccccc3)c(-c3ccccc3)[nH]2)cc1 | -1% | -1.9%
105 | COc1ccc(CCNC(=O)C(=O)Nc2ccc(C)cc2)cc1 | 1% | 1.5%
106 | CC(=O)c1cccc2c(O)c(C3=Nc4ccccc4C3=O)[nH]c12 | . | 5.7%
107 | Cc1oc2ccc(O)cc2c1C(=O)OC(C)C | . | 1.6%
108 | CCCOc1ccc(C(=O)Nc2ccccc2C(=O)OC)cc1 | 5% | -0.8%
109 | N#CC1=C(Nc2ccccc2)SC=C(c2ccc(F)cc2)N=C1N1CCOCC1 | . | 0.6%
110 | Cn1c(=O)c2cc(C#N)c(N)nc2n(C)c1=O | 0% | -2.9%
111 | CCOc1ccc(N(CC(=O)OC)S(=O)(=O)c2ccc(Cl)cc2)cc1 | 3% | 3.8%
112 | CC(=O)Nc1ccc(NC(=O)c2ccccc2N(C)S(C)(=O)=O)cc1 | -8% | -1.1%
113 | C=CCn1c(SCc2csc(C)n2)nc2sc3c(c2c1=O)CCCCC3 | 13% | 2.4%
114 | CCCc1cc(=O)oc2cc(OCC(=O)N3CCc4ccccc43)ccc12 | . | -4.0%

# Not all compounds are listed. The share of hits here may be higher or lower than overall.
